mcGAS RapidFire: inhibitors of Mus musculus cyclic GMP-AMP synthase, initial high-throughput assay, cell-free, RapidFire MS | recombinant mouse cGAS, cGAMP by RapidFire MS | inhibition, % at 12.5 µM | 0.18% of 130,000 active | AID 1259397, 2018;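 active means inhibition of cGAS enzyme activity at or above 60%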;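 further: enzyme stimulated by 45 bp dsDNA with ATP and GTP substrates; cGAMP share of summed cGAMP plus half ATP and half GTP signals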
Target sequence (Q8C6L5 whole entry, looked up): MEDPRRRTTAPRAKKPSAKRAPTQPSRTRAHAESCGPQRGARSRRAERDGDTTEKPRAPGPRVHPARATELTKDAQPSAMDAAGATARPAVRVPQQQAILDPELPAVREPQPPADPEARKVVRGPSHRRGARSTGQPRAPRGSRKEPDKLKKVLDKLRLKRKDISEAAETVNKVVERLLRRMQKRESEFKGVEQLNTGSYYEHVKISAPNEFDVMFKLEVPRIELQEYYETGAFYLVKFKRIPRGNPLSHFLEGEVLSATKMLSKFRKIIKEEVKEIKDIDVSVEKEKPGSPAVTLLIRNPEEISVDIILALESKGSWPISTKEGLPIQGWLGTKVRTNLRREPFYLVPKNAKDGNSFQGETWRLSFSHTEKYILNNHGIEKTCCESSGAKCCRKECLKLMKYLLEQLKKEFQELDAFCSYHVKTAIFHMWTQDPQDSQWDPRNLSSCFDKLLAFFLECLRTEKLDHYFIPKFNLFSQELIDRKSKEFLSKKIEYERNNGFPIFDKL
Starred values were filed as active, the others as inactive; & = joins results of further samples. An excerpt. The share of hits here may be higher or lower than overall.

entry	mcGAS RapidFire	SMILES
1	-8	CN(CCc1cnn(C)c1)C(=O)c1cc(COc2ccc3c(c2)OCO3)[nH]n1
2	-18	CC(C)CC(NC(=O)Nc1ccccn1)C(=O)N1CCC(CO)CC1 (stereo not given)
3	7	O=C(Nc1ccnn1Cc1ccccc1Br)c1ccc(F)cc1F
4	-2	CC(C)(C)n1cc(Nc2cccc(F)c2C#N)cn1
5	-27	CCC(c1cccnc1)N(C)Cc1ccsc1 (stereo not given)
6	-8	COc1ccc(OC)c(CN2CCC(c3nc(C)ccc3C(=O)NCc3ccc(C)cc3)CC2)c1
7	-29	COc1ccc(NC(=O)CSc2nc3c(cnn3CCO)c(=O)[nH]2)cc1OC
8	-13	CC1(C)CN(C2(CNC(=O)CCn3cncn3)CCCCC2)CCO1
9	-1	CC(C)COC(=O)Sc1nc2ccccc2[nH]1
10	-20	CCn1ncc(NC(=O)Cn2ncc3cc(-c4ccc(C)o4)ccc32)n1
11	-6	Cc1cccnc1CN1CCN(c2nccc(C3CCCC3)n2)CC1
12	-19	CC1CCC(=O)N1c1ccc(-n2cnnc2)cc1 (stereo not given)
13	-19	CN(C)c1ccc(CNc2ccccc2C#N)cn1
14	-11	Fc1cccc(F)c1Cn1ccnc1-c1cccc2c1OCO2
15	-3	CN1CCN(c2ccc([N+](=O)[O-])cc2C(=O)Nc2ccc(Cl)c(Cl)c2)CC1
16	-4	O=C(O)c1c[nH]c(=O)c([N+](=O)[O-])c1
17	8	O=C(Nc1ncccc1O)c1ccc(-c2ccc(Cl)cc2Cl)o1
18	1	Cn1c(=O)c2[nH]c(NCC3CCCO3)nc2n(-c2ccccc2)c1=O (stereo not given)
19	-25	Cn1c(=O)cc(C(=O)N2CCC(c3ccc(C(=O)O)cc3)C2)c2ccccc21 (stereo not given)
20	-1	Cc1nn2c(nc(NC3CCCC3)c3ccccc32)c1Cl
21	-3	S=C=Nc1ccc(N=C=S)cc1
22	-4	COc1ccc(Nc2cc(C)nc(N3CCN(C(=O)C(C)C)CC3)n2)cc1
23	28	Fc1cccc(Nc2n[nH]c(=S)s2)c1
24	-7	FC(F)(F)c1cnc(NNC(=S)NCC2CCCO2)c(Cl)c1 (stereo not given)
25	-2	Cc1nnc(Sc2ccc(C#N)cn2)n1C1CCCCC1
26	-14	COC[C@H]1CCCN1Cc1cccc(C(=O)Nc2cc(C)cc(C)n2)c1
27	-7	CC1CCCCC1N1CCN(Cc2ccco2)CC1 (stereo not given)
28	-7	O=S(=O)(Oc1cccc(CNCc2ccco2)c1)c1ccc(F)cc1
29	-10	CCCC(=O)N1CCC1(C)C(=O)Nc1ccc(Cl)c(Cl)c1 (stereo not given)
30	-9	CC(C)CC(C(=O)Nc1ccc(C2CCCC2)cc1)N1CCN(C)CC1 (stereo not given)
31	-8	CSCC(C)C(=O)N1CCCC1c1cccc(N(C)C)c1 (stereo not given)
32	-13	NC(=O)c1nnc2n1CCN(C(=O)c1ccc3sccc3c1)C2
33	0	CCn1ccc2ccc(NC(=O)C3CCCN3C(=O)C(C)C)cc21 (stereo not given)
34	-13	Nc1nc(CSCC(=O)O)cs1
35	53	CCOC(=O)C1=CN(CC)C(=CC=Cc2sc(C(=O)OCC)c[n+]2CC)S1
36	-12	COc1ccc(C(NC(=O)c2ccc(=O)n(C)n2)C(C)C)cc1 (stereo not given)

By substructure, the entries above containing a nitro group on carbon (2)
entry	mcGAS RapidFire	SMILES
15	-3	CN1CCN(c2ccc([N+](=O)[O-])cc2C(=O)Nc2ccc(Cl)c(Cl)c2)CC1
16	-4	O=C(O)c1c[nH]c(=O)c([N+](=O)[O-])c1

Returning to the listing; the two compounds before the break are reprinted first.
entry	mcGAS RapidFire	SMILES
35	53	CCOC(=O)C1=CN(CC)C(=CC=Cc2sc(C(=O)OCC)c[n+]2CC)S1
36	-12	COc1ccc(C(NC(=O)c2ccc(=O)n(C)n2)C(C)C)cc1 (stereo not given)
37	-7	Cc1cc(O)c(C(c2ccccc2Cl)N2CCN(CCO)CC2)c(=O)n1Cc1cccnc1 (stereo not given)
38	-5	CCOC(=O)C1(CC2CCCCO2)CCN(Cc2cccc(C(F)(F)F)c2)CC1 (stereo not given)
39	1	CCOC(=O)CCNC(=O)NCc1nnnn1-c1ccc(Cl)cc1
40	1	CCOC(=O)c1sc2nc(CN3CCCCCC3)nc(N3CCCCCC3)c2c1C
41	-7	CC1(C)CCCC2(C)CC(CC(=O)N3CCOCC3)C(C)(O)CC12 (stereo not given)
42	8	CCc1nc2ncc3c(n2n1)CC=NNC3=O
43	20	CN1CCCC(CNc2ccc(-c3nc(-c4ccccc4F)no3)cn2)C1 (stereo not given)
44	-3	CCN(C(=O)Cn1ccc(C(F)(F)F)n1)c1cc(C)ccc1C
45	-6	CCCCn1c(N)c(N(CC)C(=O)CCSC)c(=O)[nH]c1=O
46	46	O=S(=O)(c1ccccc1)c1[nH]c(-c2ccccc2)nc1S
47	-6	CCc1nc(SCC(=O)N2[C@@H]3CC[C@H]2CC(O)C3)n[nH]1 (stereo not given in full)
48	-6	COc1ccccc1/C=C/CN1CCNC(=O)C1CC(=O)N1CCSCC1 (stereo not given)
49	-5	O=C(COC(c1ccccc1)C(F)(F)F)N1CCc2c(nc[nH]c2=O)C1 (stereo not given)
50	-12	COc1ccc(C)cc1NS(=O)(=O)c1cc([N+](=O)[O-])ccc1OC
51	3	COC(=O)[C@]1(C)C[C@H](C(=O)N(C)Cc2cc(C)no2)[C@H](c2ccccc2C)N1C
52	-7	O=c1c2c(-c3ccccc3)n3ncnc3nc2ccn1-c1ccccn1
53	-13	O=C(NCCCc1nc2ccccc2o1)c1scc2c1OCCO2
54	-6	COCCN(CCOC)P1(=O)C=C(c2ccccc2)OC(c2ccccc2)=C1
55	-2	CCC(=O)Nc1cc(ON=C(C)C)cc([N+](=O)[O-])c1
56	-5	C=CCNC(=O)COc1ncnc2sc3c(c12)CCC3
57	-8	Cc1ncc(C(=O)Nc2cc(S(=O)(=O)N(C)C)ccc2F)s1
58	2	Cc1oc(C)c(-c2ccccc2)c1C(=O)Nc1ccc(C(C)(C)C)cc1
59	-10	CC(C)(O)c1cn(C2CCN(C(=O)C3(C(F)(F)F)CC3)CC2)nn1
60	-40	CCCn1c(SCc2nc(N)nc(N)n2)nc2sc3c(c2c1=O)CCC3

Part of the list above in order of formula weight, high to low:
entry	mcGAS RapidFire	SMILES
60	-40	CCCn1c(SCc2nc(N)nc(N)n2)nc2sc3c(c2c1=O)CCC3
58	2	Cc1oc(C)c(-c2ccccc2)c1C(=O)Nc1ccc(C(C)(C)C)cc1
53	-13	O=C(NCCCc1nc2ccccc2o1)c1scc2c1OCCO2

More compounds follow.
entry	mcGAS RapidFire	SMILES
61	-6	CCN1C(=O)N(CC)C2C1N(C)C(=O)N2C (stereo not given)
62	27	CNC(=O)c1cccc(N2CCC(c3ccccc3OC)C2)n1 (stereo not given)
63	-2	OCCC1CN(Cc2cccn2-c2ccccn2)CCN1Cc1ccccc1F (stereo not given)
64	-2	CCNC(=O)NC(=O)Cn1cnc2scc(-c3ccccc3)c2c1=O
65	-14	O=C(CC1C(=O)NCCN1Cc1cccc(Oc2ccccc2)c1)NCCCn1cccn1 (stereo not given)
66	-6	CCOC(=O)N1CCc2c(sc(NC(=O)c3ccccc3)c2-c2nc3ccccc3s2)C1
67	6	Cc1nnc(N2C(=O)c3ccc(C(=O)c4ccc(C(=O)O)cc4)cc3C2=O)s1
68	-7	C=CCN(Cc1ccccc1C)C(=O)c1cccc2cnccc12
69	-9	CC1(C)CC2CC(C)(CN2S(=O)(=O)c2cccc(Cl)c2Cl)C1 (stereo not given)
70	-1	CC(C)CCn1c(Sc2nc3ccccc3[nH]2)nc2c1c(=O)[nH]c(=O)n2C
71	-3	CCCNC(=O)CNC(=O)c1ccc2c(c1)NC(=O)C(C)S2 (stereo not given)
72	5	Cc1ccnc(SCc2cc(=O)n3[nH]c(C)c(-c4ccccc4)c3n2)n1
73	-3	CSc1ccc(-c2nc(CN3CCN(c4cnccn4)CC3)c(C)o2)cc1
74	-3	CCc1cccc(C)c1NC(=O)CNc1cc(OC)c(OC)cc1C
75	-1	CC1(C)CN(CC2CCOCC2)c2ccccc2N1CC1CCOCC1
76	-10	Cc1cc(NC(=O)COc2cccc(F)c2)ccc1N1CCCC1=O
77	-11	CC(C(=O)Nc1ccc(F)c(Cl)c1)S(C)(=O)=O (stereo not given)
78	-20	CC(C)c1cc(NC(=O)c2cccc(CN3CC=CCC3)c2)n(C)n1
79	-7	O=C1CSC(c2ccccn2)N1c1ccc(F)cc1 (stereo not given)
80	0	O=C(NCCCn1ccnc1)C1CC(=O)N(c2ccc(Br)cc2)C1 (stereo not given)
81	-7	COc1ccc(OC)c(C(=O)OC(C)C(=O)NC(C)(C)C)c1 (stereo not given)
82	-4	CC(CNc1ccc(-c2nccn2C)nn1)Oc1cccnc1 (stereo not given)
83	-34	COc1ccc(C=Nc2ccccc2Sc2c(C)n[nH]c2C)cc1OC
84	2	CCN(C(=O)C(C)Nc1ccc2c(c1)OCCO2)C1CCS(=O)(=O)C1 (stereo not given)
85	-8	CCc1c(C)nn(CC(=O)N2CCCC(Nc3ccccc3)C2)c1C (stereo not given)
86	4	CN1CCN(C(c2ccccc2)c2ccc(Cl)cc2)CC1 (stereo not given)
87	-5	Cc1csc(C(NC(=O)N2CCC(CC(N)=O)CC2)C2CC2)n1 (stereo not given)
88	-4	CN1CCN(c2ncnc(Oc3ccc4c(c3)OCO4)c2N)CC1
89	-11	CC(C)(C)c1nc(=S)n(CN2CCCc3cc(F)cc(F)c32)[nH]1
90	-21	CC1(c2ccc3c(c2)OCO3)NC(=O)NC1=O (stereo not given)
91	-16	Cc1cccnc1N1CCN(C(=O)c2cccc(-c3ccc(O)cc3)c2)CC1
92	-1	Nc1c(C(=O)CSc2nnc3ccccn23)c(=O)[nH]c(=O)n1C1CC1
93	-7	COC(=O)c1cc2c(=O)n(-c3ccc(C(C)C)cc3)ccc2nc1C
94	-1	CCCN(Cc1nc(COC)c(Cc2ccc(C)cc2)c(=O)[nH]1)C(=O)NC(C)(C)C
95	-15	C=CCn1c(SCC(=O)N2CCCCC2)nc2sc3c(c2c1=O)CCC3
96	-3	OCC1(CC2CCCCO2)CCN(Cc2ccc3cccc(F)c3n2)CC1 (stereo not given)
97	3	O=C(Nc1ccc(N2CCCC2=O)c(Cl)c1)c1cccs1
98	-1	COc1cccc(COc2c[nH]c(C(=O)Nc3ccc(Cl)cc3)cc2=O)c1
99	-12	O=C(CCn1nnc2ccccc21)NC1CCC(n2cnnc2)CC1 (stereo not given)
100	-11	O=C(NCC1CCN(Cc2ccc(CO)o2)C1)NC1CCCC1 (stereo not given)
101	-9&-7	Cc1ccnn1-c1ccc(C(=O)NCC2CN(C3CC3)CCO2)cc1 (stereo not given)
102	0	COc1cccc2c1OCC(C(=O)Nc1sccc1C#N)=C2
103	-2	CN1CCN(Cc2ccc(Cl)cc2)C(c2ccncc2)CC1=O (stereo not given)
104	-4	O=C1OCCN1CC(=O)N1CCc2c([nH]c3ccccc23)C1c1ccccn1 (stereo not given)
105	-3	CCOC(=O)C1(CCCc2ccccc2)CCCN(C(=O)CCSC)C1 (stereo not given)
106	-5	COc1cccc(NC(=O)C2(C)CCCN(C(C)C)C2)c1 (stereo not given)
107	-19	CCc1nc(NCCC(C)C)c(C#N)c2c1COC(C)(C)C2
108	-6	CN(CCC#N)S(=O)(=O)NCCCc1ccccc1
109	5&7	CN=C(N)NCCC[C@H](N)C(=O)O
110	10	CN(Cc1ccccc1)C(=O)C1CCN(c2ccc(C(F)(F)F)cc2[N+](=O)[O-])CC1
111	-9	CC(NC(=O)C12CC3CC(CC(C3)C1)C2)C(=O)NC(C)(C)CO (stereo not given)
112	-18	CCOc1ccc(S(=O)(=O)Nc2ccc(F)cc2Cl)cc1OCC
113	-4	O=C(c1ccco1)N1CCN(Cc2nc(-c3ccc(Cl)cc3)no2)CC1
114	8	CCCCn1c(N)c(N(Cc2ccco2)C(=O)c2ccc(C#N)cc2)c(=O)[nH]c1=O
115	-3	CCc1ncc(CN2C[C@@H]3CN(C(=O)C4CC4)C[C@]3(C(=O)O)C2)cn1
116	-4	Cc1nc(NC(=O)c2cccc3c2OC(C)C3C)sc1-c1nccn1C(F)F (stereo not given)
117	1	N#Cc1ccccc1COC(=O)CCn1cnc2ccccc2c1=O
118	2	CS(=O)(=O)Nc1ccc(CN2CCOC(C#N)C2)cc1 (stereo not given)
119	4	CC(C)CN1CC(c2ncc(-c3ccc4c(c3)OCCO4)[nH]2)CC1=O (stereo not given)
120	3	COc1cc(C(=O)Nc2ccn(C)n2)ccc1OCc1ccccc1Cl

Filtered by structure, the entries above containing a CF3 group (6)
entry	mcGAS RapidFire	SMILES
24	-7	FC(F)(F)c1cnc(NNC(=S)NCC2CCCO2)c(Cl)c1 (stereo not given)
38	-5	CCOC(=O)C1(CC2CCCCO2)CCN(Cc2cccc(C(F)(F)F)c2)CC1 (stereo not given)
44	-3	CCN(C(=O)Cn1ccc(C(F)(F)F)n1)c1cc(C)ccc1C
49	-5	O=C(COC(c1ccccc1)C(F)(F)F)N1CCc2c(nc[nH]c2=O)C1 (stereo not given)
59	-10	CC(C)(O)c1cn(C2CCN(C(=O)C3(C(F)(F)F)CC3)CC2)nn1
110	10	CN(Cc1ccccc1)C(=O)C1CCN(c2ccc(C(F)(F)F)cc2[N+](=O)[O-])CC1

(further entries)
entry	mcGAS RapidFire	SMILES
121	-7	Fc1ccc(Cc2nnc(-c3ccc(F)cc3)o2)cc1
122	-13	O=S(=O)(NC1CCSc2ccccc21)c1ccc2c(c1)OCCCO2 (stereo not given)
123	-21	CC(C)(C)c1ccc(C(=O)N2CCC2(C)C(=O)NS(=O)(=O)c2ccccc2)cc1 (stereo not given)
124	-6	COc1ccc(NS(=O)(=O)c2ccc(F)cc2F)cc1Cl
125	3	Cc1nc2ccc(Cl)cc2cc1C(=O)N1CCCC(C(=O)NC2CC2)C1 (stereo not given)

Screens (PubChem)
